# High-throughput results (PubChem)
# GSH fluor – GSH bead compound fluorescence profile; GSH beads flow cytometry, compound fluorescence 488/530 nm; hits give high values; fluorescence (KMESF) at 10 µM; 190,000 tested, 0.25% active; in the data active means fluorescence above about 89;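 further: glutathione beads carrying GST-tagged Bcl family fusion proteins plus one bare bead set; values are compound well signal with DMSO vehicle wells as background; inactives centre near 16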
# HRas wt GTP bind – human HRas wildtype GTP binding, change in either direction. GTP binding activity, % at 10 µM. GST-Ras wt beads, Bodipy-FL-GTP binding, flow cytometry; actives lie on both sides. P01112. AID 759. 190,000 tested, 0.14% active;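 active means GTP binding activity at least 20% away from the 100% baseline, either lowered as inhibitor or raised as activator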;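 further: 0% = unlabeled GTP competition control and 100% = no-compound control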
# Target sequence (P01112 whole entry, looked up): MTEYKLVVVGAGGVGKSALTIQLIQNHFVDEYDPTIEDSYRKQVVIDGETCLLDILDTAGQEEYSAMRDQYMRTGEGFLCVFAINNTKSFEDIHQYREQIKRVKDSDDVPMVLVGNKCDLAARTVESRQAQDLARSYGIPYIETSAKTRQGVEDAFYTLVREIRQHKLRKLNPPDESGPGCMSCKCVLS
# Avidin bead fluor – compound fluoresces at 488/530 nm on avidin beads. compound fluorescence 488/530 nm, flow cytometry; hits give high values. fluorescence (KMESF) at 10 µM. 220,000 tested, 0.38% active; in the data active means fluorescence above about 47; further: inactives centre near 10
# Mcl1 Bid PPI – disrupts binding of human Mcl-1 to Bid peptide; TR-FRET Mcl-1/Bid-Dy647 peptide binding, 1536-well; inhibition, % at 21.7 µM; 220,000 tested, 0.97% active;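 active means compounds that cut the binding signal by more than half at the single screening dose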;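 further: His-tagged Mcl-1 with europium anti-His antibody binding Bid BH3 peptide; 0% = Mcl-1 plus peptide wells and 100% = peptide-only wells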
# Target sequence (Q07820 whole entry, looked up): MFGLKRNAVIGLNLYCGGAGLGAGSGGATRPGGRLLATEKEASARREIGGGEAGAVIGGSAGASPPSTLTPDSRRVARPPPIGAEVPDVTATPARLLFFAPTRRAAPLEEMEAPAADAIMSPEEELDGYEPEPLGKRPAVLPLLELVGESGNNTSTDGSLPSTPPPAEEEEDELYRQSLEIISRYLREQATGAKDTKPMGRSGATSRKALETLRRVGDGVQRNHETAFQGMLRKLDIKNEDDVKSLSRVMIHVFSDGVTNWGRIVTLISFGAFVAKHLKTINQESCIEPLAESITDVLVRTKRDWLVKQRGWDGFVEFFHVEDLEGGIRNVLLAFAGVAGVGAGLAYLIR
# Pf gamet viab – P. falciparum stage V gametocyte viability inhibition | inhibition, % at 10.9 µM | 150,000 tested, 0.065% active | P. falciparum stage V gametocytes, ATP luminescence, 24 h;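 active means inhibition above the mean plus 3 SD of compounds within the control limits, set per campaign, cut at about 38% in these data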;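 further: 0% = DMSO wells and 100% = medium only without gametocytes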
# Mcl1-Noxa inh – disrupts binding of human Mcl-1 to Noxa peptide; 220,000 tested, 1.5% active; Q07820; inhibition, % at 21.7 µM; TR-FRET Mcl-1/Noxa peptide binding, 2 h;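 active means compounds that cut the protein-peptide binding signal by more than 50% relative to plate controls in a single-dose test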;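 further: His-tagged Mcl-1 with rhodamine Noxa BH3 peptide and terbium anti-His antibody; 0% = Mcl-1 plus Noxa peptide wells and 100% = peptide-only wells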
# Rab7 wt modul – alters GTP binding to wildtype dog Rab7. GST-Rab7 beads, fluorescent GTP binding, flow cytometry; actives lie on both sides; untreated = 100%, excess cold GTP = 0%. AID 758. 190,000 tested, 0.055% active. GTP binding activity (percent of control), % at 10 µM;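 active means fluorescent GTP binding to Rab7 beads changed by at least 20 points from the 100% baseline, either direction, mostly lower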;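 further: median green fluorescence of bound Bodipy-FL-GTP per Rab7 bead population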
# Rac1 wt GTP bind – human Rac1 wildtype GTP binding, inhibitors and activators | P63000 | GST-Rac1 beads, fluorescent GTP binding, flow cytometry; actives lie on both sides; 0 = cold GTP competed, 100 = untreated | GTP binding activity (% of control), % at 10 µM | 190,000 tested, 0.27% active | AID 757;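 active means GTP binding activity at least 20 points away from the 100% control level, either lower or higher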
# Rac1 mut GTP – human Rac1 activated mutant GTP binding change; 190,000 tested, 0.11% active; percent activity (GTP binding), % at 10 µM; GST-Rac1 activated beads, fluorescent GTP binding, flow cytometry; actives lie on both sides; 100% means binding = to untreated wells; P63000;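 active means GTP binding at least 20 percentage points away from the 100% baseline, in either direction, so actives lie on both sides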
# Rab2 wt GTP – changes GTP binding to wildtype dog Rab2A, up or down; P61105; GST-Rab2 wt beads, Bodipy-GTP binding, flow cytometry; GTP binding activity, % at 10 µM; 190,000 tested, 0.19% active; AID 760;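 active means GTP binding activity at least 20 points away from 100%, either lowered or raised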;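 further: 0% = beads with excess unlabeled GTP and 100% = no-compound control corrected for plate trend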
# Cdc42 wt GTP – modulators (inhibitors or activators) of GTP binding to human Cdc42 wildtype; P60953; GST-Cdc42 beads, Bodipy-GTP binding, flow cytometry; actives lie on both sides; percent activity (GTP binding), % at 10 µM; 190,000 tested, 0.2% active; AID 761;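 active means percent activity GTP binding at least 20 points away from the 100% baseline, either down as inhibitor or up as activator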;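 further: median bead fluorescence of bound Bodipy-FL-GTP at 100 nM; 0% = excess unlabeled GTP control and 100% = no compound control; below 100% means less GTP binding so inhibitor and above means activator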
# Target sequence (P60953 whole entry, looked up): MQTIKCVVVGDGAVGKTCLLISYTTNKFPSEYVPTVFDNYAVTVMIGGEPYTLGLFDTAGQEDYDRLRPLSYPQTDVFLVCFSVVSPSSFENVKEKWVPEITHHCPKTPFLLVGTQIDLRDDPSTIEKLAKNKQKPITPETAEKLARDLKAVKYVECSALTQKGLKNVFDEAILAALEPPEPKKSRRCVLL
# Starred values were filed as active, the others as inactive; nt = not tested or not shown. No enrichment for hits; any-hit rate near 3%.
SMILES,GSH fluor,HRas wt GTP bind,Avidin bead fluor,Mcl1 Bid PPI,Pf gamet viab,Mcl1-Noxa inh,Rab7 wt modul,Rac1 wt GTP bind,Rac1 mut GTP,Rab2 wt GTP,Cdc42 wt GTP
COc1ccc(NC(=O)CN(Cc2ccccc2)S(C)(=O)=O)cc1OC,16,101,15,-13,-3,11,101,104,101,98,100
Cc1cc(C)cc(NC(=O)C(=O)NCCCN2CCOCC2)c1,12,96,3,-5,5,10,96,102,95,97,98
Cc1cccc(NC(=S)N(CCN(C)C)C(C)c2ccccn2)c1 (stereo not given),34,101,1,-27,nt,13,101,105,99,102,102
CCc1ccccc1NS(=O)(=O)c1ccc2c(c1)NC(=O)CC(=O)N2,8,98,1,-20,nt,13,99,98,101,98,97
CSCc1nnc(NC(=O)c2ccc(S(=O)(=O)N(CC(C)C)CC(C)C)cc2)o1,38,89,13,-54,nt,-58,87,81,80,85,81
CCOC(=O)N1CCC(N2C(=O)c3ccccc3C2Nc2c(C)cccc2C)CC1 (stereo not given),27,103,6,-13,nt,3,103,106,99,103,101
CC1=C(C(=O)OCC2CCCO2)C(c2ccc(C)o2)C2=C(CC(c3ccc(N(C)C)cc3)CC2=O)N1 (stereo not given),23,97,10,-16,nt,28,96,101,97,98,99
CCN(CC)c1ccc(/C=N/n2c(=S)[nH]nc(C)c2=O)cc1,16,100,21,-65,nt,7,100,102,97,100,105
COc1cc2cc(C(=O)O)[nH]c2c(OC)c1OC,14,106,13,-12,nt,17,100,102,100,106,107
CCc1nc(SC)[nH]c(=O)c1C,22,104,14,-8,nt,-2,99,104,100,105,103
CC1CC(OCC(O)CN2CCOCC2)CC(C)(C)C1 (stereo not given),10,103,7,11,23,8,102,103,102,98,102
CC(/C=N/NC(=O)CN1CCN(Cc2ccc(Cl)cc2)CC1)=C\c1ccco1,10,102,4,-7,-10,0,101,106,98,99,104
C#CCNC(=O)C1=C[C@H](c2ccc(Br)cc2)C[C@H](OCc2ccc(CO)cc2)O1,19,97,7,12,nt,17,97,98,96,97,97
COCCn1nnnc1CN1CCC(C)CC1,18,99,21,11,nt,10,97,103,98,99,101
COc1cc(C(=O)N(Cc2cccc(Cl)c2)C2CCS(=O)(=O)C2)cc(OC)c1OC (stereo not given),17,104,7,8,nt,3,105,108,102,104,105
COc1ccc(-c2nc(CCNC(=O)c3cccs3)cs2)cc1,27,101,7,-26,nt,-10,101,106,102,101,103
COc1ccccc1C1(O)CCN(C(=O)c2cccs2)CC1,28,101,19,-10,nt,5,99,99,98,100,101
CCN(CC)CCSc1nc(O)c(Cc2ccccc2)c(=O)n1-c1ccccc1,14,100,21,-24,nt,26,105,99,97,101,98
O=S(=O)(c1ccccc1)N1CCN(c2ccnc3cc(Cl)ccc23)CC1,17,96,9,6,-5,10,96,101,96,94,96
O=c1[nH]c(-c2ccc(F)cc2)nc2c1sc(=S)n2-c1ccccc1,12,96,20,-6,-2,48,96,101,96,96,102
O=C(Nc1cccnc1)c1ccc(Oc2ccccc2)cc1,8,101,9,-22,nt,4,99,102,98,98,100
COCCOC(=O)c1c(C)oc2cc(Br)c(OCC(N)=O)cc12,7,98,5,-15,1,4,100,103,101,98,100
CC(C)c1ccc(-c2nnn(Cc3nc4ccccc4s3)n2)cc1,35,92,15,0,nt,16,94,95,91,93,93
Cc1nc2ccccc2c2c1C(=O)N(C(C)C)C2=O,33,101,5,3,-45,14,102,103,99,100,101
Cc1cc(C)cc(NC(=O)C(c2ccccc2)N2CCCC2)c1 (stereo not given),10,98,6,-3,5,-1,100,104,98,96,98
Cc1ccc(OCC(=O)N2CCN(S(=O)(=O)c3ccc(Cl)cc3)CC2)c([N+](=O)[O-])n1,13,97,13,-10,-4,15,98,101,96,96,102
CCN(CC)S(=O)(=O)c1ccc(C(=O)OCn2c(SC)nnc(C)c2=O)cc1,7,99,1,-2,nt,-6,97,104,98,100,100
CCNC(=O)CC1C(=O)N(c2ccc(F)cc2)C(=O)N1CCc1sccc1C (stereo not given),12,99,11,-9,nt,20,101,102,99,97,99
O=C(CSc1nc2ccccc2c(=O)n1CCCN1CCOCC1)Nc1cccc(S(=O)(=O)N2CCCCCC2)c1,5,100,13,-18,-8,13,101,106,98,99,100
Clc1ccc2oc(-c3ccccn3)nc2c1,14,100,12,-22,nt,17,98,99,99,99,100
O=C(NC(=S)N1CCN(C2CCCCC2)CC1)c1ccccc1,27,97,10,-42,-10,13,98,101,97,97,98
O=C(NCc1ccccn1)c1cc(-c2ccccc2)on1,15,97,18,3,nt,-9,98,94,95,94,97
O=C(Nc1nc(-c2ccccn2)cs1)C1COc2ccccc2O1 (stereo not given),14,102,20,-34,nt,-71,99,104,97,104,103
Cc1ncc([N+](=O)[O-])n1CCOC(=O)c1ccccc1,12,101,10,-2,-24,-12,103,104,99,100,102
COc1ccc(-c2noc(CCC(=O)N3CCC(C)CC3)n2)cc1,17,99,7,3,nt,27,102,105,98,102,102
COC(=O)CN1C(=O)N/C(=C/c2cc(Cl)c(OC)c(OC)c2)C1=O,10,96,9,-13,-7,-2,105,99,92,96,93
CN1CCN(C(=O)c2cc(COc3ccc(F)cc3Cl)on2)CC1c1ccccc1 (stereo not given),16,97,1,-9,-14,7,98,97,97,97,98
CCCCCc1nnc(N)s1,10,98,15,-9,nt,3,94,99,97,95,99
CCC(c1nnnn1Cc1ccc2c(c1)OCO2)N1CCN(c2ccc(OC)cc2)CC1 (stereo not given),36,102,11,-10,-9,0,100,103,98,102,98
CC(C)Sc1nc2c(c(=O)[nH]c(=O)n2C)n1CC(O)COc1ccccc1 (stereo not given),13,97,6,-21,3,25,104,103,98,100,99

# An excerpt of these results, with tabs.
smiles	GSH fluor	HRas wt GTP bind	Avidin bead fluor	Mcl1 Bid PPI	Pf gamet viab	Mcl1-Noxa inh	Rab7 wt modul	Rac1 wt GTP bind	Rac1 mut GTP	Rab2 wt GTP	Cdc42 wt GTP
O=C(NC(=S)N1CCN(C2CCCCC2)CC1)c1ccccc1	27	97	10	-42	-10	13	98	101	97	97	98
O=C(NCc1ccccn1)c1cc(-c2ccccc2)on1	15	97	18	3	nt	-9	98	94	95	94	97
O=C(Nc1nc(-c2ccccn2)cs1)C1COc2ccccc2O1 (stereo not given)	14	102	20	-34	nt	-71	99	104	97	104	103

# New compounds follow
SMILES,GSH fluor,HRas wt GTP bind,Avidin bead fluor,Mcl1 Bid PPI,Pf gamet viab,Mcl1-Noxa inh,Rab7 wt modul,Rac1 wt GTP bind,Rac1 mut GTP,Rab2 wt GTP,Cdc42 wt GTP
Cc1ccc(N(CC(=O)N/N=C/c2cccnc2)S(=O)(=O)c2ccccc2)cc1,11,94,10,-27,-16,2,93,93,94,91,92
O=C(CSc1nnc(CNc2ccc(F)cc2)n1Cc1ccco1)N1CCCC1,8,103,9,-76,5,14,100,107,103,102,104
CCN(CC)C(=O)CSc1nc(N)c(C#N)c(-c2cccs2)c1C#N,10,94,22,-6,-8,-13,97,92,94,92,92
CCN(Cc1ccccc1)C(=O)Cn1c(=O)oc2ccccc21,17,95,27,-8,nt,2,96,95,93,94,94
OCc1nc2ccccc2n1CC(O)COc1ccccc1 (stereo not given),14,99,34,-3,6,-16,98,102,101,98,100
COCCNc1nc2c(c(=O)n(C)c(=O)n2C)n1Cc1cccc(C(F)(F)F)c1,37,103,6,37,nt,6,100,107,100,103,103
O=C(COC(=O)C1CC1)Nc1ccc2[nH]c(=O)[nH]c2c1,8,97,8,-32,22,36,102,95,94,96,96
CC(C)NC(=O)CN(C)S(=O)(=O)c1ccc(F)cc1,52,97,10,-12,nt,-18,94,97,96,97,101
COc1ccc(/C=C/C(=O)NCCc2ccc(OC)c(OC)c2)cc1,9,98,18,-8,4,4,99,99,101,99,97
O=S(=O)(NC1=NCCCCC1)c1ccc(Cl)cc1,15,99,10,-28,18,-10,99,98,97,101,96
CCN1C(=O)c2cccc3c(S(=O)(=O)NCc4ccco4)ccc1c23,26,98,43,-9,nt,15,99,100,96,98,100
c1coc(-c2nc3c([nH]2)CCc2nonc2-3)c1,16,102,6,-26,nt,6,101,102,102,100,103
Clc1ccc(CNC23CN4CN(CN(C4)C2)C3)c(Cl)c1,13,103,6,-27,8,13,100,105,103,103,106
CC(=O)c1c(COC(=O)c2ccccc2)nc2ccccc2[n+]1[O-],6,98,18,-11,-1,13,99,96,94,100,97
CN(C)Cc1cc(C(C)(C)c2cc(CN(C)C)c(O)c(CN(C)C)c2)cc(CN(C)C)c1O,26,101,28,-40,-6,-2,105,105,99,99,105
CNC(=S)N1CCN=C1Nc1nc(C)cc(C)n1,20,99,7,-23,2,-4,97,100,97,95,97
N#CC(C#N)=C1c2cc(S(N)(=O)=O)ccc2-c2ccc(S(N)(=O)=O)cc21,22,96,8,29,11,50,103,98,94,98,94
COc1cc2nc(CN3CCN(S(=O)(=O)c4ccc(C)c(C)c4)CC3)[nH]c(=O)c2cc1OC,14,97,12,-27,nt,12,102,95,96,94,91
CCNC(=O)/C=C1\NC(C)(C)Cc2c1ccc1ccccc21,15,99,4,-85,11,10,98,99,97,100,99

# Ordered by formula weight (lowest first): 7 of the compounds above
SMILES,GSH fluor,HRas wt GTP bind,Avidin bead fluor,Mcl1 Bid PPI,Pf gamet viab,Mcl1-Noxa inh,Rab7 wt modul,Rac1 wt GTP bind,Rac1 mut GTP,Rab2 wt GTP,Cdc42 wt GTP
COc1cc2cc(C(=O)O)[nH]c2c(OC)c1OC,14,106,13,-12,nt,17,100,102,100,106,107
Cc1nc2ccccc2c2c1C(=O)N(C(C)C)C2=O,33,101,5,3,-45,14,102,103,99,100,101
Cc1cc(C)cc(NC(=O)C(c2ccccc2)N2CCCC2)c1 (stereo not given),10,98,6,-3,5,-1,100,104,98,96,98
COc1ccccc1C1(O)CCN(C(=O)c2cccs2)CC1,28,101,19,-10,nt,5,99,99,98,100,101
CCN(CC)C(=O)CSc1nc(N)c(C#N)c(-c2cccs2)c1C#N,10,94,22,-6,-8,-13,97,92,94,92,92
COCCOC(=O)c1c(C)oc2cc(Br)c(OCC(N)=O)cc12,7,98,5,-15,1,4,100,103,101,98,100
CC(/C=N/NC(=O)CN1CCN(Cc2ccc(Cl)cc2)CC1)=C\c1ccco1,10,102,4,-7,-10,0,101,106,98,99,104
